APP 5'UTR act: APP 5'UTR luciferase reporter activation; activation, % at 2 µM; AID 1276; 190,000 compounds, 1% hits; SH-SY5Y APP 5'UTR luciferase reporter, luminescence; zero percent = DMSO vehicle wells;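 active = activation above a set limit, based on mean plus 3 SD of controls, cut at about 140% in these data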; also: values of inactives mirror those of a sister screen read the other way
Hsp70 activator: transcriptional activators of Hsp70 | 200,000 compounds, 0.04% hits | AID 1203 | HeLa Hsp70 promoter luciferase reporter, luminescence; scaled: vehicle 0, proteasome-inhibitor control 100% | activation, % at 10 µM;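 active = activation above the mean across all tested compounds plus 3 SD, cutoff set per campaign, cut at about 5.5% in these data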;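 also: 100% = MG132 at 30 µM as the positive control and 0% = DMSO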
FLuc act counter: affects firefly luciferase, flagging false hits in luciferase stimulation screens; P08659; ATPlite luciferase biochemical, luminescence, 10 min; 0 = ATP-free wells, 1 = DMSO control; activation factor at 10 µM; 200,000 tested, under 10 active;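 active = luciferase activation factor, scaled between plate controls, of at least 2 with compound at 10 µM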
Target sequence (P08659 whole entry, looked up): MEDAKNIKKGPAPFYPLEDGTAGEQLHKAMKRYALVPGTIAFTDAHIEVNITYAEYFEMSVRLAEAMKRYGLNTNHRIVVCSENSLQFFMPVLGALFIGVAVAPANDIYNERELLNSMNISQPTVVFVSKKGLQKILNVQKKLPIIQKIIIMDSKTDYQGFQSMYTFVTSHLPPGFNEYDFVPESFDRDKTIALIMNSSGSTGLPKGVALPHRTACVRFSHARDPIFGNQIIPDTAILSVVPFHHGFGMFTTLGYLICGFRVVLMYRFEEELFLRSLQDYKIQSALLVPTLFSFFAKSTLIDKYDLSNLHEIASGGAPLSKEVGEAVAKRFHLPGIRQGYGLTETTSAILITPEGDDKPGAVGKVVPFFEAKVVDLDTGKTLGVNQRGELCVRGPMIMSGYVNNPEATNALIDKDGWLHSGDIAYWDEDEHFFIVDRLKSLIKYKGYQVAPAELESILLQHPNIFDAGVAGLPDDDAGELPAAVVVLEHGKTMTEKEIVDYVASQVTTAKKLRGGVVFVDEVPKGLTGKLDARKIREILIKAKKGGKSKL
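Material: luciferase plus luciferin reagent, cell-free. Medium: PBS buffer for ATP. Also added: ATP substrate, dispensed from a 10.24 µM working solution in PBS. Doses: test compounds dosed from 2 mM stocks in 100% DMSO. Incubation: 10 min post-reagent at room temperature. Technique: light output (luminescence). Read-out basis: luminescence gain marking luciferase activators.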
STAT1 act: increases IFN-gamma driven STAT1 reporter signal | NIH 3T3 STAT1-luciferase reporter, luminescence; 100% = IFN-gamma alone, no compound | activation (% of control), % at 5.5 µM | 200,000 compounds, 2.6% hits | AID 932;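 active = activation above the screen-wide mean activation plus 3 SD, cut at about 130% in these data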;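 also: raw ratio to IFN-gamma control signal so 100% means no change and 0% no light; values of inactives mirror those of a sister screen read the other way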
G6PDH CS: L. mesenteroides G6PDH inhibition counter-screen; Purified L. mesenteroides G6PDH, diaphorase/resazurin coupled fluorescence, 45 min; 200,000 compounds, 0.12% hits; inhibition, % at 5 µM; AID 1020; in the data active = inhibition above about 50%
Efa HMGR inh: E. faecalis class II HMG-CoA reductase inhibition | inhibition, % at 10 µM | 190,000 compounds, 0.41% hits | AID 1066 | purified E. faecalis HMGR, NADPH absorbance 340 nm kinetic;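 active = inhibition above a set limit, the median over all tested compounds plus 3 SD, cut at about 9.5% in these data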;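 also: enzyme runs in reverse so mevalonate oxidation gives rising NADPH absorbance; 0% = complete reaction with DMSO and 100% = background rate lacking mevalonate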
DTT redox prof: compounds producing H2O2 with reducing agent – biochemical, NIH compound library profiling, artefact control for MLSCN library redox annotation, primary screen. activation, % at 10 µM. AID 878. 200,000 compounds, 0.03% hits. DTT-dependent redox cycling H2O2, phenol red/HRP absorbance; 100% = 100 µM peroxide control, 0% = buffer;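 active = activation of at least 50% relative to the plate's high and low controls in the primary single-dose screen; inactive = activation below 50%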;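 also: compound incubated with DTT at 0.8 mM final as the reducing agent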
APP transl inh: APP translation inhibition | SH-SY5Y APP 5'UTR-luciferase reporter, luminescence | inhibition, % at 2 µM | 190,000 compounds, 0.82% hits | AID 1285;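 active = inhibition above a set limit, derived from the sample mean plus 3 SD, cut at about 45% in these data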; also: values of inactives mirror those of a sister screen read the other way
FLuc inh counter: Photinus pyralis luciferase inhibition counter-screen | inhibition, % at 10 µM | 200,000 compounds, 1.5% hits | AID 1006 | ATPLite firefly luciferase biochemical luminescence, 10 min | P08659;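 active = inhibition above about 50% when tested at 10 µM, limit read from the data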
NF-kB expr up: raises NF-kB expression in human neuronal cells | AID 1239 | 190,000 compounds, 1.6% hits | fold change at 12.5 µM | NF-kB reporter expression; active compounds read high; in the data active = fold change above about 3.3
Starred values were filed as active, the others as inactive; nt = not tested or not shown.

Molecule	APP 5'UTR act	Hsp70 activator	FLuc act counter	STAT1 act	G6PDH CS	Efa HMGR inh	DTT redox prof	APP transl inh	FLuc inh counter	NF-kB expr up
Cc1cc2c(cc1S(=O)(=O)Nc1cccc(F)c1C)NC(=O)CO2	1	0.2	1.1	88	14	-3	-2.4	-1	-6	1
COc1ccc(OCCNC(=O)/C=C/c2ccc([N+](=O)[O-])cc2)cc1	-1	-0.2	1	103	-5	1	-0.3	0	-3	1.1
CC(=O)c1c(C)nn(C(C)CC(=O)O)c1C (stereo unspecified)	7	0.2	1	107	4	1	1.0	-7	-5	1.2
NC(=O)C[C@@H]1NC(=O)CNC(=O)c2cc([N+](=O)[O-])cc(I)c2NCCC(C(N)=O)NC1=O (stereo partly specified)	-10	0.0	1	106	10	-9	0.4	10	0	1.1
CCOCCCNc1ncnc2c1[nH]c1ccccc12	7	-0.3	1	72	-13	-3	2.3	-7	-3	0.67
Cc1noc(C)c1COc1cccc(C(=O)OC(C)C(=O)Nc2c(C)n(C)n(-c3ccccc3)c2=O)c1 (stereo unspecified)	-13	0.4	1	95	10	-3	0.3	13	3	1.1
Cc1cccc(NC(=S)NCCc2ccc(S(N)(=O)=O)cc2)c1C	8	-0.1	1	95	2	1	0.4	-8	-2	0.95
c1ccc2c(-c3csc(-c4ccncc4)n3)c[nH]c2c1	31	0.1	0.8	147*	8	2	-0.7	-31	20	2.2
COc1cc(C(=O)NNC(=S)Nc2ccc(S(N)(=O)=O)cc2)cc(OC)c1OC	-13	0.0	1	94	-1	-4	-1.2	13	-1	1.1
COc1cccc(/C=C/C(=O)c2ccc(NS(=O)(=O)c3ccc(C)cc3)cc2)c1	1	-0.2	1	97	2	-3	0.0	-1	1	1.1

Reprinted from the part before: 2 entries, followed by the next part.
Molecule	APP 5'UTR act	Hsp70 activator	FLuc act counter	STAT1 act	G6PDH CS	Efa HMGR inh	DTT redox prof	APP transl inh	FLuc inh counter	NF-kB expr up
COc1cc(C(=O)NNC(=S)Nc2ccc(S(N)(=O)=O)cc2)cc(OC)c1OC	-13	0.0	1	94	-1	-4	-1.2	13	-1	1.1
COc1cccc(/C=C/C(=O)c2ccc(NS(=O)(=O)c3ccc(C)cc3)cc2)c1	1	-0.2	1	97	2	-3	0.0	-1	1	1.1
Cc1ccc(O)c(CNn2cnnc2)c1	4	-0.3	1	82	8	-6	-0.3	-4	1	1.1
Cc1cccc(Nc2nc(N)nc(CN3CCN(C)CC3)n2)c1	5	0.0	1	101	-1	0	0.3	-5	-4	1.2
Cc1cc2nncn2c(Cc2ccccc2)n1	1	-0.3	1.1	100	18	1	0.2	-1	-6	1.1
CCN(CC)c1ncn(Cc2c(Cl)cccc2Cl)c2ncnc1-2	-5	0.1	1	99	4	nt	-4.9	5	-1	0.67
CC1CCCN(S(=O)(=O)c2ccccc2[N+](=O)[O-])C1 (stereo unspecified)	1	-0.2	1.1	96	-20	-7	-0.3	-1	-6	1.1
Cn1cc(CN2C[C@H]3CC[C@H]2C3)c(-c2ccccc2F)n1	-9	-0.2	1	101	6	4	-0.1	9	-5	1
c1ccc(-c2csc(Nc3cccnc3)n2)nc1	20	0.1	0.9	127	12	1	2.1	-20	12	1.4
COC(=O)c1ccccc1NC(=O)c1cc2nc(C3CC3)cc(C(F)(F)F)n2n1	-3	0.0	0.9	102	0	2	-4.2	3	6	1.3
Cc1cc(O)c(/C=N/c2ccccn2)c(=O)o1	12	0.0	1	104	0	6	0.5	-12	-2	1.1
CCC(C)NC(=O)C1c2ccccc2C(=O)N1Cc1cc(OC)ccc1OC (stereo unspecified)	-7	-0.5	1.1	92	0	-5	1.3	7	-6	1.3
Cc1cc(NC(=O)CSc2nc3c(c(=O)n2CCc2ccccc2)SC(C)C3)no1 (stereo unspecified)	-18	-0.3	1	99	-43	-1	-0.2	18	-2	1.1
O=C(COC(=O)CCC(=O)c1cccs1)NCc1ccccc1	-5	-0.2	1	106	4	1	-0.1	5	-2	0.98
COc1ccc(C2=NN3C(C2)c2ccccc2OC3c2cccs2)cc1 (stereo unspecified)	155*	-0.2	1.1	108	18	-2	0.1	-155	-8	3.8*
O=C(/C=C/c1ccc(Cl)cc1)N1CCN(c2c(Cl)cccc2[N+](=O)[O-])CC1	-10	0.4	1	101	1	-7	-0.7	10	-3	1.1
CCOC(=O)C1(CC2CCCCO2)CCN(S(=O)(=O)c2ccc(C)s2)CC1 (stereo unspecified)	-6	-0.3	1	97	1	-6	0.1	6	-3	0.8
O=C(O)c1cc(/C=N\O)ccc1OCc1ccccc1	-1	-0.1	1	103	21	1	0.9	1	2	1.4
CSc1ccc(/C=c2\s/c(=C\C(=O)C(C)(C)C)n(CC(=O)NCCC3=CCCCC3)c2=O)cc1	-4	-0.3	1.1	98	-28	-7	0.8	4	-6	0.77
CCOc1ccc(C2NC(=O)C(C#N)=C(S)N2c2ccc(OC)cc2)cc1OC (stereo unspecified)	4	-0.2	1	99	3	-5	1.1	-4	-1	1.1
COc1cc(C=O)ccc1OCc1ccccc1Br	24	-0.3	0.5	116	-4	-1	-0.1	-24	45	1.7
Cc1cc(C)nc(/N=C2\NC(=O)CC(C(=O)O)N2c2ccc(Cl)cc2)n1 (stereo unspecified)	-5	-0.1	1	102	2	-1	-0.3	5	-2	1.3
Cc1ccc(N(O)C(=O)OCCNC(=O)Nc2ccccc2)cc1	-3	0.1	1	95	8	-2	0.3	3	-1	0.98
COc1ccc(C(=O)CCN2CCCCCC2)cc1	-12	-0.2	1.1	91	-5	-1	-1.0	12	-8	1.2
CCOc1ncccc1C(=O)OCc1ccccc1	3	-0.1	1	104	17	3	-0.2	-3	-3	1.2
Cc1c(C(=O)NC(=S)Nc2ccc(N3CCOCC3)cc2)cccc1[N+](=O)[O-]	-2	-0.1	1.1	95	6	-4	-0.3	2	-10	1.2
Cc1ccc(S(=O)(=O)N2CCOCC2)cc1C(=O)Nc1ccccn1	6	0.3	1.1	105	-14	-2	0.9	-6	-7	1.1
CN(Cc1ccccc1)c1ccc2nnc(-c3ccccc3)n2n1	-15	-0.3	1	100	4	-3	0.5	16	2	0.96
Cc1nn(C)cc1C(C(=O)NC1CCCCC1)N(CCc1ccccc1)C(=O)c1cnccn1 (stereo unspecified)	-1	-0.3	1	94	4	-1	-0.4	1	-4	1.1
Cc1cc2c(c(=O)o1)C1(C(=O)N(C)c3ccccc31)C(C#N)=C(N)O2 (stereo unspecified)	10	0.0	1	102	10	-2	-2.2	-10	-4	1.2
O=C(NNC(=O)c1c(F)cccc1F)c1ccccc1-n1cccc1	-15	-0.1	1	100	6	-2	-2.1	15	0	1.1
CC(Oc1cccc(F)c1)C(=O)/C=C\N(C)C (stereo unspecified)	-1	-0.5	1.1	99	5	-2	3.5	1	-7	1.1
S=c1[nH]ncn1-c1ccccn1	38	0.0	1	101	-5	1	0.6	-38	-4	0.78
COc1ccc(CNC(=O)CSc2ccc(Br)cc2)cc1OC	1	-0.3	1	104	17	-3	0.3	-1	-1	0.98
C=CCn1c(=O)c2ccccc2n2c(SCC(=O)N3CCCc4ccccc43)nnc12	-9	0.0	1.1	101	8	-3	2.3	9	-5	0.88
COC(=O)c1cc2c(C)nn(-c3ccccc3)c2s1	11	0.1	1.1	91	-3	-1	2.8	-11	-7	1.6
CCN(CC(=O)NC(C)C)C(=O)[C@H](C)NC(=O)c1ccc(Br)cc1	10	-0.3	1	111	5	-2	0.1	-10	-4	1
CC(=O)NC(Cc1ccccc1)C(=O)OCC(=O)c1ccc(Cl)cc1 (stereo unspecified)	-7	0.0	1	100	0	-5	0.3	7	-3	1.2
COc1ccc2c(CC(=O)OCC(=O)Nc3cc(C)c(C)cc3[N+](=O)[O-])coc2c1	-12	-0.2	1.1	100	-3	-6	-0.3	12	-6	1
O=C(Nc1ccc(F)cc1)c1ccc(-n2ccnc2)nc1	-14	-0.3	1.1	100	1	-2	1.5	14	-6	1.1
CCCCNC(=O)c1ccc2c(c1)N(CC)C(=O)CS2	1	1.1	1	101	13	-3	-0.4	-1	1	1.1
N#CC1=C(SCc2ccc(C#N)cc2)N=C(N)C(c2nc(-c3ccccc3)cs2)C12CCCCC2 (stereo unspecified)	5	-0.3	1	86	2	2	-14	-5	-2	0.97
Cc1ccc(C(c2sc3nc(C)nn3c2O)N2CCN(C(=O)c3ccco3)CC2)cc1 (stereo unspecified)	-11	0.1	1.1	99	0	-6	0.5	11	-5	1
O=P(O)(CCc1ccccc1)C(O)c1ccccc1 (stereo unspecified)	10	-0.2	1	110	-6	-4	1.8	-10	-5	1.6
CCOC(=O)c1ccc(NC(=O)Cn2ccc([N+](=O)[O-])n2)cc1	6	-0.1	1.1	104	8	0	-0.4	-6	-10	0.9
S=C(NCc1ccco1)Nc1ccccn1	12	0.7	1	101	0	3	-0.5	-12	-3	0.95
Cc1ccc(N(C(=O)c2cnccn2)C(C(=O)NC2CCCCC2)c2ccc(O)cc2)cc1 (stereo unspecified)	-6	-0.5	1	98	-4	4	6.7	6	-4	1
Cc1ccc(-n2c(C)c([N+](=O)[O-])c3ccc(O)c(CN(C)C)c32)cc1	9	0.2	1.1	91	0	1	0.0	-9	-6	0.74
CSc1ccccc1NC(=O)c1cc(-c2cccs2)on1	19	0.5	0.9	127	4	-3	0.1	-19	10	2.6
CCS(=O)(=O)c1ccc(C(=O)Nc2ccccc2)c(Cl)c1Cl	nt	-0.2	1	95	13	-4	1.1	nt	3	0.92
CCOCCSc1nc2c(c(=O)[nH]c(=O)n2C)n1CCCc1ccccc1	-13	-0.5	1.1	93	6	-2	-0.3	13	-6	0.97
Cc1cc(Cl)c(S(=O)(=O)N2CCCCCC2)cc1OCC(=O)NC1CCCCC1	-9	-0.1	1.1	90	0	2	0.0	9	-7	0.55

Carrying on:
Molecule	APP 5'UTR act	Hsp70 activator	FLuc act counter	STAT1 act	G6PDH CS	Efa HMGR inh	DTT redox prof	APP transl inh	FLuc inh counter	NF-kB expr up
COc1ccccc1N1C(=O)N(C(C)=O)C2C1Nc1ccccc1N2C (stereo unspecified)	-7	0.1	1.1	84	19	-6	1.5	7	-9	1.5
CCCCNC(=O)Nc1ccon1	-1	0.0	1	97	1	-3	3.6	1	-3	1.4
COc1ccc(-n2c(O)c(/C=N/NS(=O)(=O)c3cccc([N+](=O)[O-])c3)c3ccccc3c2=O)cc1OC	5	-0.1	1	102	6	2	0.1	-5	-4	1.4
Cc1cc(OCC(=O)C(C)(C)C)c2c(C)c(C)c(=O)oc2c1	8	0.4	1.1	94	-4	-2	-0.5	-8	-6	1
COC(=O)NC1CSCC1OC(=O)CN1C(=O)c2ccccc2C1=O (stereo unspecified)	4	0.1	1.1	110	12	-14	-0.2	-4	-6	1.1
COn1c(=O)c(=O)n(OC)c2ccccc21	-3	0.1	1.1	104	0	1	-4.6	3	-7	0.93

Shown as a hit in NF-kB expr up, among the entries above:
SMILES	APP 5'UTR act	Hsp70 activator	STAT1 act	Efa HMGR inh	DTT redox prof	APP transl inh	NF-kB expr up
COc1ccc(C2=NN3C(C2)c2ccccc2OC3c2cccs2)cc1 (stereo unspecified)	155*	-0.2	108	-2	0.1	-155	3.8*
